SUMO1-SIM PPI = modulators of human SUMO1-mediated protein-protein interactions | P63165 | SUMO1 binding to a labelled peptide, TR-FRET, 1 h | inhibition, % at 20 µM | 0.33% of 360,000 active; in the data active = inhibition above about 37%
Target sequence (P63165 whole entry, looked up): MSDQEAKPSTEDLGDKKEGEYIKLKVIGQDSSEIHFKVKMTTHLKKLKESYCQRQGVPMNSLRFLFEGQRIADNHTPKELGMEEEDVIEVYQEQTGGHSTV
SKN-1 inh = blocks SKN-1 activity in C. elegans; 0.49% of 360,000 active; inhibition, % at 21.8 µM; C. elegans VP596 Pgst-4::GFP/RFP ratio, acrylamide-induced, 24 h; AID 624304;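 active = interference check ratio from 0.5 to 1.5 plus GFP to RFP signal ratio inhibition reaching or exceeding a fixed threshold, cut at about 30% in these data, passing the limit was not always enough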; also: some compounds called inactive have numbers as strong as hits
Scp-1 inhibitor = inhibitors of human Scp-1 phosphatase; Q9GZU7; Recombinant Scp1, phosphopeptide, malachite green phosphate absorbance; inhibition, % at 20 µM; 0.88% of 340,000 active;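 active = inhibition above about 50% at 20 µM, limit read from the data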;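 also: plate controls were DMSO wells with enzyme for no effect and wells lacking enzyme for full effect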
Target sequence (Q9GZU7 76-261 limits assumed): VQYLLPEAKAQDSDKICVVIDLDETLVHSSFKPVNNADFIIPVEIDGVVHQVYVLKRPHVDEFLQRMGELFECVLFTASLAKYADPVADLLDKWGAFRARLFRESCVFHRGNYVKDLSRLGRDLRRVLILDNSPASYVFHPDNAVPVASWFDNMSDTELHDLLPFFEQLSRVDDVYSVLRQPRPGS
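Incubation: 45 min enzyme reaction at room temperature / System: truncated SCP-1 phosphatase (76-261aa) / Reagent: Phospho 17-mer peptide substrate / Buffer or medium: Acidic Tris acetate buffer with magnesium and detergent / Signal: absorbance at 630 nm / Doses: one concentration, 20 µM, with 1.0% DMSO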
STEP inh = inhibitors of human striatal-enriched phosphatase STEP; 0.25% of 360,000 active; P54829; recombinant STEP, OMFP fluorogenic substrate, fluorescence; inhibition, % at 20 µM;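 active = inhibition at 20 µM, scaled per plate between control wells, above about 37%, limit read from the data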;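 also: 0% = DMSO with enzyme and substrate and 100% = substrate only without enzyme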
Target sequence (P54829 whole entry, looked up): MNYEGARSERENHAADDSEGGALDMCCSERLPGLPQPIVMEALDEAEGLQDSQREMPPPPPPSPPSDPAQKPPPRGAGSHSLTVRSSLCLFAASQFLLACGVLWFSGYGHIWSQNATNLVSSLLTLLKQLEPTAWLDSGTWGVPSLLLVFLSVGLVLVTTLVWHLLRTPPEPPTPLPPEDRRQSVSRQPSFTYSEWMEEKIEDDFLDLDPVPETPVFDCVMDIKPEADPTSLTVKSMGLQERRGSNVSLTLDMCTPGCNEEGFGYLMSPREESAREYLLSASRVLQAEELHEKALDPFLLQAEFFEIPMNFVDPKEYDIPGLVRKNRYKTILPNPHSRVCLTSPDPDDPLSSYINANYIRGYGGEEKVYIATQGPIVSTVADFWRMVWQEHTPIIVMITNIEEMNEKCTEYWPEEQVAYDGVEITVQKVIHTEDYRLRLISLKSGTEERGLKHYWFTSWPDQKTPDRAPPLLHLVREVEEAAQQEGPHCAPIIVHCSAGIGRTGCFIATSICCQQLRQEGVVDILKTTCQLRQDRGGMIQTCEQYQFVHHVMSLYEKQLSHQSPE
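material = STEP tyrosine phosphatase | reagent = fluorogenic phosphatase substrate OMFP at 25 µM final | doses = single compound dose of 20 µM, 1% DMSO final | schedule = 20 min reaction, room temperature, in the dark | measured by = fluorescence, 480/540 nm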
NadD inh = inhibitors of Staphylococcus aureus NadD; purified NadD enzyme, colorimetric absorbance read-out; 0.78% of 360,000 active; inhibition, % at 20 µM; AID 602399; in the data active = inhibition above about 26%; also: some compounds past the cut are filed as inactive
LMPTP block = LMPTP (human) inhibition; recombinant LMPTP-A, OMFP fluorogenic substrate, fluorescence intensity; inhibition, % at 20 µM; 0.22% of 360,000 active;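 active = compounds that cut the enzyme signal by at least half of the control window in the single-dose screen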;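 also: plate controls were DMSO wells with enzyme plus substrate for no effect and substrate without enzyme for full effect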
Target sequence (P24666 whole entry, looked up): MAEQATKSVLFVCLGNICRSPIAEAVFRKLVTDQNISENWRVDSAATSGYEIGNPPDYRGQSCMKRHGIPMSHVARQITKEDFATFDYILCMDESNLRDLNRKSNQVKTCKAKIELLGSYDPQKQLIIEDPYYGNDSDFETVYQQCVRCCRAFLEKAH
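Material: LMPTP-A; amount: 0.625 nM enzyme; doses: single 20 µM dose; times: reaction 50 min, room temperature, dark; technique: fluorescence intensity of OMFP turnover product; benchmarks: no-enzyme and uninhibited controls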
Rpn11 inh = inhibitors of human proteasome Rpn11 | human 26S proteasome, Ub4-pepOG fluorescence polarization; 20S core pre-blocked with epoxomicin | 0.59% of 360,000 active | O00487 | calls only at 20 µM;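 active = inhibition at 20 µM, scaled to each plate's controls, above about 33%, limit read from the data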
MT1-MMP act inh = inhibitors of human MT1-MMP activation | P50281 | HT1080 RFP-PRO-GFP cells, GFP/RFP ratio fluorescence, overnight; percent of plate control window, DMSO zero | GFP/RFP ratio change, % at 20 µM | 0.061% of 360,000 active | AID 651647;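 active = GFP/RFP ratio change of at least 30% with cell ATP level not reduced by more than half and red fluorescence within 50% of control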; also: strong numbers were not always called active
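Test system: HT1080 RFP-PRO-GFP cells; Benchmarks: DMSO and RFP-L50D-GFP cell wells; Timing: cells overnight before dosing, compound overnight, 37 °C, 5% CO2; Compound: one 20 µM compound dose with 1% DMSO; Read-out: GFP/RFP fluorescence ratio.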
DNMT1 block = blocks human DNA methyltransferase DNMT1; inhibition (reported as % activation of signal), % at 10 µM; AID 588458; P26358; 0.83% of 360,000 active; DNMT1 molecular beacon, Hinp1I cleavage, fluorescence; in the data active = inhibition above about 50%
CendR NRP1 mod = modulators of CendR peptide binding to human neuropilin-1; FAM-RPARPAR peptide binding to NRP-1, fluorescence polarization; inhibition, % at 25 µM; 0.85% of 360,000 active; AID 602438;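 active = inhibition or corrected inhibition above about 18%, plus a signal ratio from 0.5 to 1.5, limit read from the data, passing the limit was not always enough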; also: strong numbers were not always called active
* marks the source's active call; other numbers are inactive results; i = inactive; / = no result given; + = active, no number.

Fields – SUMO1-SIM PPI	SKN-1 inh	Scp-1 inhibitor	STEP inh	NadD inh	LMPTP block	Rpn11 inh	MT1-MMP act inh	DNMT1 block	CendR NRP1 mod
- O=C(O)C1CCN(C(=O)c2ccccc2N2C(=O)[C@@H]3Cc4c([nH]c5ccccc45)C(c4cccc(Cl)c4)N3C2=O)CC1 (stereo partly drawn)
→ -3	11	-4	-1	11	2.2	i	0	-2	-4
- CN(C(=O)COc1ccc(Cl)cc1Cl)c1nnc(C23CC4CC(CC(C4)C2)C3)s1
→ -2	5	-12	3	8	3.5	i	-2	-5	14
- CC1=CCC(C(=O)O)C(C(=O)Nc2nc3ccc(S(C)(=O)=O)cc3s2)C1 (stereo not drawn)
→ -2	-27	3	-2	3	-1.2	i	-1	4	10
- CCc1nc2ccccc2c(C(=O)Nc2ccc(C)cc2)c1C
→ 1	3	-1	2	-4	-1.4	i	-2	3	-2
- CC(C)CCOc1ncnc2c1sc1nc3c(cc12)CSC(C)(C)C3
→ 44*	-5	-4	-1	-1	0.1	i	-3	3	8
- O=C(NCCN1CCC(Cc2ccccc2)CC1)C1CCCN(S(=O)(=O)c2cnc[nH]2)C1 (stereo not drawn)
→ 0	1	-6	-2	-5	-0.5	i	-3	-2	-2
- C=CCNC(=O)/C(=C\c1ccc2c(c1)OCO2)NC(=O)c1ccc(Br)cc1
→ 2	-6	6	-2	0	-1.1	i	4	5	15
- Cc1ccc(C)c(NC(=O)CSc2nc3ccccc3nc2N2CCOCC2)c1
→ -7	2	-9	2	-6	0.2	i	-6	1	1
- Cc1ccc(C(=O)Nc2ccc(S(=O)(=O)N3CCN(C)CC3)cc2)cc1
→ 0	11	-12	0	-2	-0.5	i	3	67*	-2
- CCOC(=O)c1cc2c(ccc3nc(C)c(C)c32)[nH]c1C
→ 3	22	-10	-2	-12	5.8	i	7	-3	-9
- COCCN(CC(=O)NCc1ccc(F)cc1)C(=O)CCC(=O)Nc1nccs1
→ 2	-13	-4	0	-1	-0.4	i	0	1	-4
- CCc1ccc(/C=C2/SC(=S)N(CCC(=O)Nc3ccc(C(=O)O)cc3)C2=O)cc1
→ 85*	23	/	26	40*	62*	+	2	11	-64
- COc1ccccc1NC(=O)N(Cc1ccco1)Cc1cc2c(C)ccc(C)c2[nH]c1=O
→ 2	-10	-2	3	1	-1.5	i	2	0	12
- CC1CCN(C(=O)Nc2ccc3nsnc3c2)CC1
→ -10	6	-4	-5	0	-1.6	i	0	-10	5
- CCOc1ccc(N=C2NC(=O)S/C2=C\c2ccc(O)cc2)cc1
→ -4	5	-4	-3	0	49	i	-40	2	-38
- CC(=O)Nc1cccc(-n2nnc(SCC(=O)Nc3ccccc3)n2)c1
→ -1	-11	-11	-3	-11	-1.3	i	4	0	-11
- Cn1cc([N+](=O)[O-])c(C(=O)NC2CCCC2)n1
→ -12	14	-5	1	-4	-0.7	i	-2	2	10
- CCN1CCN(C(=S)c2ccc(Br)cc2)CC1
→ -2	1	-4	88*	-11	0.4	i	4	-1	-1
- CCCCCC1CCC(C(=O)NNC(=S)NCC)CC1 (stereo not drawn)
→ 0	-12	-9	-2	1	0.7	i	6	8	6
- Cn1c(=O)[nH]c2c(cnn2C)c1=O
→ -3	2	-3	0	2	0.0	i	1	-1	1
- CC1CN(C)C(C)CC1OC(=O)C(c1ccccc1)c1ccccc1 (stereo not drawn)
→ 2	0	-8	0	-11	-2.1	i	-2	2	5
- O=C1CC(N2CCN(C3CCc4ccccc4C3)CC2)C(=O)N1c1ccccc1 (stereo not drawn)
→ -3	-7	9	1	-5	-0.6	i	1	2	7
- CS(=O)(=O)N(CC(=O)N1CCCC1)c1ccc(OCc2ccccc2)cc1
→ -3	12	-3	-2	3	-0.2	i	6	-3	12
- O=C(NCCS(=O)(=O)NCc1ccc(Cl)cc1)c1ccccc1
→ 2	-7	-8	-1	1	-0.7	i	-7	2	0
- Cc1ccc(C)c(C(=O)CC2(O)C(=O)Nc3ccccc32)c1 (stereo not drawn)
→ 4	-6	-5	2	-3	-1.1	i	3	1	-6
- Cc1cc(=O)oc2cc(OC(C)C(=O)Nc3ccc(C(N)=O)cc3)ccc12 (stereo not drawn)
→ 0	5	4	1	-4	-0.7	i	4	0	6
- COC(=O)C1=C(C)NC(=O)/C1=C\c1cc(C)n(-c2ccccc2F)c1C
→ -5	4	-3	2	0	1.4	i	-20	-24	8
- CCn1c(N2CCN(S(=O)(=O)c3ccc(F)cc3)CC2)nc2ccccc21
→ 3	0	-2	-2	-6	0.5	i	-10	1	-8
- COc1ccc(NS(=O)(=O)c2cccc(C(=O)N3CCCC(C)C3)c2)cc1 (stereo not drawn)
→ -47	12	-5	-3	1	-9.9	i	-1	-5	-6
- O=C(CN1C(=O)c2ccccc2C1=O)Nc1ccccc1C(=O)NC1CCCCC1
→ -9	0	-7	-2	2	-1.3	i	11	0	4
- Cc1ccc(S(=O)(=O)N2CCN(CC(O)c3ccccc3)CC2)cc1 (stereo not drawn)
→ 0	3	-6	1	-7	-1.0	i	0	0	-3
- Cc1csc(=O)n1CCC(=O)OCC(=O)Nc1ncc(Cl)cc1Cl
→ 13	17	2	3	6	0.1	i	-1	8	-7
- C=C(C)CC1(NC(C)c2ccccc2)CCCCC1 (stereo not drawn)
→ 2	11	-7	-6	-6	-1.4	i	-4	4	9
- Cc1ccn(CCC(=O)NC2CC(C)(C)Cc3c2cnn3-c2ccccc2C)n1 (stereo not drawn)
→ 5	19	-6	-2	0	0.4	i	-4	-1	11
- O=C(c1ccco1)N1CCN(C2CN(CCc3ccccc3)S(=O)(=O)C2)CC1 (stereo not drawn)
→ 3	4	/	2	-5	-0.7	i	4	11	9
- O=C(CN(C(=O)c1csnn1)c1ccc(F)c(Cl)c1)NC1CCCCC1
→ 0	0	-5	1	1	-2.0	i	4	-2	4
- O=C(NCCC1=CCCCC1)c1ccc(CN2CCOCC2)cc1
→ 0	23	1	-2	2	-0.7	i	-1	-1	-10
- Cc1oc2ccc(OCc3ccccc3Cl)cc2c1C(=O)O
→ 4	-12	5	1	-4	-0.9	i	0	-1	-8
- COc1ccccc1NS(=O)(=O)c1ccc2oc(SC(C)C(=O)N3CCNC3=O)nc2c1 (stereo not drawn)
→ 0	-5	-1	-2	-3	1.0	i	7	-4	2
- Cc1[nH]c2ccccc2c1SCc1n[nH]c(=S)n1C
→ 2	-5	-11	-2	-9	-0.8	i	13	5	4
- Cn1nc(-c2ccc(Cl)cc2)c2cc(C(=O)NCCCN3CCCC3)sc21
→ -2	-1	-6	2	0	-1.2	i	-4	10	-6
- COc1cccc(NC(=O)CN(C)C(=O)c2c(C)nn(Cc3ccc(C)cc3)c2Cl)c1
→ 0	0	-9	6	-4	0.8	i	-2	1	-2
- CCC(C)(C)NC(=O)c1ccc(S(=O)(=O)N2CCCCCC2)cc1
→ 2	-6	3	1	-9	-0.5	i	0	0	11
- Cc1cccc(OCCCC(=O)Nc2ccc(S(=O)(=O)Nc3nccs3)cc2)c1C
→ 8	-6	-9	2	0	2.1	i	-5	0	3
- CC(=O)Nc1ccc(NC(=O)CSCc2ccccc2Cl)cc1
→ 2	15	-3	-1	-2	-2.2	i	4	-1	0
- CC(Cl)C(=O)Nc1c2c(nn1-c1ccccc1)CSC2 (stereo not drawn)
→ -1	-6	0	2	-1	-2.0	i	0	-2	15
- O=C(CN1CCOCC1)N1CCCc2ccccc21
→ -1	-2	-3	-2	0	-0.5	i	5	0	-4
- COc1ccccc1NC(=O)NCC1(N(C)C)CCCCC1
→ 4	1	-2	3	0	-0.5	i	0	-1	-2
- COc1ccc(NC(=O)COC(=O)c2cc3c(s2)CCC3)cc1
→ 1	0	57*	32	-2	19	i	0	66*	-1
- O=C1/C(=C2/NCCN2C2CC(=O)N(c3ccccc3)C2=O)CC/C1=C\c1ccccc1 (stereo not drawn)
→ -9	6	-10	0	0	0.1	i	-3	-2	-1
- CN(C)c1ccc(C(=S)N2CCCC2)cc1Br
→ 3	1	-6	1	-6	-0.4	i	-2	-1	15
- O=C(NCC(=O)N1CCCC1)NN=Cc1ccccc1O
→ -1	10	/	2	0	-0.6	i	5	-2	-4
- C[n+]1c(/C=C/c2ccc3c(c2)OCO3)ccc2ccccc21
→ -8	1	105*	-1	17	-0.4	i	-7	2	-1
- Cc1ccc2c(c1)N(C(=O)CCC(=O)N1CCN(c3cccc(C)c3C)CC1)CCO2
→ 7	6	-12	2	-2	1.2	i	-2	2	-2
- CCC1(C)Cc2c(sc3[nH]c(=S)[nH]c(=S)c23)CO1 (stereo not drawn)
→ 0	6	5	5	-3	-0.5	i	2	-3	-5
- Clc1ccccc1Cn1nnc2c(NCCN3CCOCC3)ncnc21
→ -1	2	3	-5	4	-0.7	i	4	-2	-6
- O=C(Cc1ccc(Cl)cc1)Nc1ccccc1N1CCOCC1
→ 1	3	-2	13	-3	0.6	i	-4	5	2
- Cc1ccc(S(=O)(=O)/N=C(/NC(=S)Nc2ccccc2)c2ccccc2)cc1
→ 5	23	-8	-4	-5	0.7	i	-5	-7	2
- Nc1ccccc1N=Cc1ccc(-c2cccc(Cl)c2)o1
→ -3	27	3	6	20	4.7	i	-2	-4	0
- O=C(NC1CC1)c1cccc(NC(=O)C2CC2)c1
→ 0	9	-8	0	6	-1.8	i	4	6	-5
- Nc1nc2n(n1)C(c1ccco1)CC(c1ccc(Cl)c(Cl)c1)N2 (stereo not drawn)
→ -2	-9	0	0	47*	0.7	i	-10	1	-14
- O=C(CC1S/C(=N/N=C/c2ccco2)NC1=O)Nc1ccccc1 (stereo not drawn)
→ -2	3	-7	4	-1	-1.1	i	4	1	-1
- Cc1ccc(-c2nnn(CC(=O)N3CCCc4ccccc43)n2)cc1
→ -6	-1	-2	-2	-11	1.3	i	-1	-1	9

Marked active in LMPTP block (from the list above):
Fields – SUMO1-SIM PPI	SKN-1 inh	Scp-1 inhibitor	STEP inh	NadD inh	LMPTP block	Rpn11 inh	MT1-MMP act inh	DNMT1 block	CendR NRP1 mod
- CCc1ccc(/C=C2/SC(=S)N(CCC(=O)Nc3ccc(C(=O)O)cc3)C2=O)cc1
→ 85*	23	/	26	40*	62*	+	2	11	-64

Structural class, those above with an aryl thioether with sulfur outside any ring (4)
Fields – SUMO1-SIM PPI	SKN-1 inh	Scp-1 inhibitor	STEP inh	NadD inh	LMPTP block	Rpn11 inh	MT1-MMP act inh	DNMT1 block	CendR NRP1 mod
- Cc1ccc(C)c(NC(=O)CSc2nc3ccccc3nc2N2CCOCC2)c1
→ -7	2	-9	2	-6	0.2	i	-6	1	1
- CC(=O)Nc1cccc(-n2nnc(SCC(=O)Nc3ccccc3)n2)c1
→ -1	-11	-11	-3	-11	-1.3	i	4	0	-11
- COc1ccccc1NS(=O)(=O)c1ccc2oc(SC(C)C(=O)N3CCNC3=O)nc2c1 (stereo not drawn)
→ 0	-5	-1	-2	-3	1.0	i	7	-4	2
- Cc1[nH]c2ccccc2c1SCc1n[nH]c(=S)n1C
→ 2	-5	-11	-2	-9	-0.8	i	13	5	4
